D2 antagonist = HTS Assay for Allosteric Antagonists of the Human D2 Dopamine Receptor: Primary Screen for Antagonists; HEK293 TREx D2 cells, calcium flux, dopamine EC80; inhibition, % at 10 µM; 340,000 tested, 2% active; AID 485344, 2010; in the data active = inhibition above about 30%; note: 0% is about no effect
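Tetracycline-induced HEK293 TREx cells expressing D2 receptor forced-coupled to calcium signalling, loaded with no-wash calcium dye. Compounds added and calcium flux read 180 s, then dopamine added at EC80 and read a further 180 s.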
TrxR1 inh = qHTS Assay for Inhibitors of Mammalian Selenoprotein Thioredoxin Reductase 1 (TrxR1): qHTS. Potency, µM (top dose mostly 114 µM), inactives show at the top dose activity change, negative = inhibition, most hits filed as inhibitors. recombinant rTrxR1, NADPH fluorescence consumption, selenite substrate. 390,000 tested, 1% active. AID 588453, 2011. Thioredoxin reductase 1, cytoplasmic (Rattus norvegicus), O89049; note: potency is the fitted concentration of half-maximal effect; % is set by controls: 0 for no effect and ±100 for the full control effect; nearly all actives have a fitted effect of over 65% in size
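Rat TrxR1 (90 nM in the dispensed reagent) was pre-reduced with 400 uM NADPH for 5 min at room temperature, then incubated with compound for 15 min. After 400 uM selenite was added, NADPH fluorescence (Ex 340/Em 450 nm) was followed for 8 min.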
TrxR1 substrate = qHTS Assay for Substrates of Mammalian Selenoprotein Thioredoxin Reductase 1 (TrxR1): qHTS | purified TrxR1 substrate turnover, NADPH consumption readout | Potency, µM (highest dose often 114 µM), for the others: at the highest dose activity change, negative = substrate turnover | 390,000 tested, 0.01% active; note: potency is the fitted concentration of half-maximal effect; % is set by controls: 0 for no effect and ±100 for the full control effect; nearly all actives have a fitted effect of over 50% in size
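Rat TrxR1, dispensed at 90 nM, was prereduced with 400 uM NADPH (final) for 5 min at ~22 deg C, then incubated with compound 15 min before 400 uM selenite. A first-read NADPH fluorescence drop versus no-compound background flagged substrates.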
mIDH1 inhibitor = qHTS for Inhibitors of mutant isocitrate dehydrogenase 1 (IDH1): qHTS. Isocitrate dehydrogenase [NADP] cytoplasmic (Homo sapiens), O75874. IDH1-R132H enzyme, NADPH consumption, diaphorase/resazurin fluorescence. Potency, µM (top dose mostly 76.6 µM), for the others: at the highest dose activity change, negative = inhibition, actives largely listed as inhibitors. 390,000 tested, 0.093% active; note: potency is the fitted concentration of half-maximal effect; % is set by controls: 0 for no effect and ±100 for the full control effect; nearly all actives have a fitted effect of over 65% in size
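IDH1-R132H (0.5 ug/mL dispensed) in pH 7.5 Tris buffer was preincubated 30 min with compound, then given a substrate mix of 0.016 mM NADPH and 2 mM alpha-KG for 80 min at room temperature; remaining NADPH was read by diaphorase/resazurin fluorescence.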
Pin1 inh = qHTS Assay to Find Inhibitors of Pin1; Peptidyl-prolyl cis-trans isomerase NIMA-interacting 1 (Homo sapiens), Q13526; Pin1 FP peptide displacement, HiFluor488, 10 min; Potency, µM (doses to about 115 µM), inactives show at the top dose activity, negative = inhibition, most hits filed as inhibitors; 390,000 tested, 0.009% active; AID 504891, 2011; active = well fitted inhibition curve with a large enough effect in the polarisation, with a control signal flat, not every such curve was filed as active; inconclusive = small, poorly fitted or top-dose-only effect, or effect the other way, or a change in a side signal; inactive = no such curve, though single readings can be large or run the other way; the % refers to the polarisation; note: potency is the fitted concentration of half-maximal effect; % is set by controls: 0 for no effect and ±100 for the full control effect
Target sequence (Q13526 whole entry, looked up): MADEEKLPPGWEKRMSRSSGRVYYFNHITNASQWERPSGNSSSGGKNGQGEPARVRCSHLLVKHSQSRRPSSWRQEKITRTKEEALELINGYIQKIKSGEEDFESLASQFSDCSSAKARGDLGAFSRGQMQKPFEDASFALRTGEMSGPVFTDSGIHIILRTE
USP1-UAF1 inh = Inhibitors of USP1/UAF1: Primary Screen | recombinant USP1/UAF1, Ub-Rhodamine cleavage fluorescence | Potency, µM (highest dose often 57.1 µM), for the others: at the highest dose activity change, negative = inhibition, hits mostly inhibitors | 390,000 tested, 0.23% active | AID 743255, 2014; note: potency is the fitted concentration of half-maximal effect; % is set by controls: 0 for no effect and ±100 for the full control effect; nearly all actives have a fitted effect of over 60% in size; inactives centre near -12
Target sequence (O94782 whole entry, looked up): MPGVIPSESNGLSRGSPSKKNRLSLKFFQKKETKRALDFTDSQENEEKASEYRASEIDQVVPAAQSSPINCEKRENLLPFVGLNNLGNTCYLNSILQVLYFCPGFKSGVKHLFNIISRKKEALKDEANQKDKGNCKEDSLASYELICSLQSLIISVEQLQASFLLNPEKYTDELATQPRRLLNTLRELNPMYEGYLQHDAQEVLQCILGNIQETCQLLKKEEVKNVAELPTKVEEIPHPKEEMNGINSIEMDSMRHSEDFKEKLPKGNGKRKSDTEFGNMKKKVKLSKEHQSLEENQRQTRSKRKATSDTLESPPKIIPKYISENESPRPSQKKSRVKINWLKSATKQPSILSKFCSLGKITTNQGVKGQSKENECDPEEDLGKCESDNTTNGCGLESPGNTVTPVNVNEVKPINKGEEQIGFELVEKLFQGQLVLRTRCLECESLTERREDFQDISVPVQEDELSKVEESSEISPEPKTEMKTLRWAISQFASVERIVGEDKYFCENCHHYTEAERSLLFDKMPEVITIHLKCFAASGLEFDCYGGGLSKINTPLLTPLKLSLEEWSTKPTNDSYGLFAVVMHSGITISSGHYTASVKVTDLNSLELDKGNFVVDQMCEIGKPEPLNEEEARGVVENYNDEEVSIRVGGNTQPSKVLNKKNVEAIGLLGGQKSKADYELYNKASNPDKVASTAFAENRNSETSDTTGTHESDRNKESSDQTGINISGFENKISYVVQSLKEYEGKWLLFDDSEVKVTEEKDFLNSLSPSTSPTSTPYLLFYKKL
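USP1/UAF1 complex (1 nM) preincubated 15 min at room temperature with compound, then Ub-Rho substrate (150 nM final) added. Kinetic fluorescence at 480/540 nm over 6 reads at 60 s intervals; 50 mM HEPES pH 7.8, 0.5 mM EDTA, 0.1 mg/ml BSA, 1 mM TCEP, 0.01% Tween-20.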
TRHR PAM = qHTS for Small Molecule Agonists and Allosteric Enhancers of Human TRH Receptor: Primary Screen for Enhancers | 360,000 tested, 0.66% active | enhancement, % at 2 µM | AID 493056, 2011 | TRHR cells, fluo-8 calcium fluorescence, EC20 TRH enhancement | Thyrotropin-releasing hormone receptor (Homo sapiens), P34981; in the data active = enhancement above about 30%; note: 0% is about no effect
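TRHR-expressing cells loaded with fluo-8 calcium dye were read kinetically (ex 480/em 530) during compound addition, then stimulated with an EC20 of TRH (10 nM final). Enhancement of the Gq-mediated intracellular calcium response was scored.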
D2 ag = HTS Assay for Allosteric Agonists of the Human D2 Dopamine Receptor: Primary Screen for Agonists; D(2) dopamine receptor (Homo sapiens), P14416; AID 485358, 2010; HEK293 T-REx D2 cells, calcium flux agonist mode; 340,000 tested, 0.53% active; activation, % at 2 µM;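 active = activation over 3 SD above normal in the single-dose calcium agonist read, cut at about 30% in these data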; note: 0% is about no effect
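In this primary screen, compounds producing a positive calcium signal within 180 s of addition to tetracycline-induced, force-coupled HEK293 Trex D2 cells are flagged; cells are dye-loaded with a no-wash calcium kit beforehand.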
TRHR agonist = qHTS for Small Molecule Agonists and Allosteric Enhancers of Human TRH Receptor: Primary Screen for Agonists | Thyrotropin-releasing hormone receptor (Homo sapiens), P34981 | TRHR cells, calcium flux fluo-8, FDSS agonist mode | activation, % at 2 µM | 360,000 tested, 0.18% active | AID 493084, 2011; in the data active = activation above about 30%; note: 0% is about no effect
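Agonist-mode FDSS calcium read (Ex 480/Em 530, 1 s cycles) in 1536-well TRHR cells with fluo-8 dye, after 10-cycle baseline and 23 nL compound addition; TRH at EC20 (10 nM final) added afterwards for the enhancer phase.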
The depositor's hits bear a star; ? = inconclusive; / = no result given; [ ] = remark or other dose. Unless noted, calls come from the whole dose curve; as a rule, active = well fitted inhibition curve with a large enough effect; inconclusive = small, poorly fitted or top-dose-only effect; inactive = no such curve, though single readings can be large or run the other way. The list is partial; rates above refer to the full screens.

no. | structure | mIDH1 inhibitor | D2 ag | TrxR1 inh | TrxR1 substrate | TRHR PAM | TRHR agonist | D2 antagonist | USP1-UAF1 inh | Pin1 inh
1 | CCn1c(=O)n(CC)c2cc(NC(=O)C(C)c3ccccc3)c(Br)cc21 (configuration not stated) | 4% | -0.7 | 19% | -2% | -8 | -0.8 | -9 | -10% | 3%
2 | CCOc1ccc(NS(=O)(=O)c2ccc(Cl)c(C(=O)N(C)Cc3cccnc3)c2)cc1 | 7% | -0.6 | 5% | 6% | 0 | 0.1 | 11 | -16% | 0%
3 | CC(C)(C)C(=O)Cn1c(=N)n(Cc2ccccc2Cl)c2ccccc21 | 7% | 0.0 | 23% | 25% | 4 | -0.1 | 0 | -15% | -5%
4 | Cc1ccc(S(=O)(=O)N(C)C)cc1NC(=O)c1ccc2ccccc2n1 | 0% | 0.4 | -4% | -9% | 19 | -0.7 | 6 | -15% | -2%
5 | O=C(CN1CCN(S(=O)(=O)/C=C/c2ccccc2)CC1)NCC(F)(F)F | 8% | 0.7 | 36%[activator][57.1 µM] | 9%[57.1 µM] | 8 | 0.4 | -19 | -19% | 5%
6 | COC(=O)c1c(C)[nH]c(C(=O)C(C)OC(=O)c2c(C)noc2C)c1C (configuration not stated) | 16% | 0.3 | 10% | -1% | 14 | -0.7 | 20 | -5% | 5%
7 | COc1cccc(C(=O)NC2(C(F)(F)F)N=C3SCCN3C2=O)c1 (configuration not stated) | 9% | -0.8 | 14% | -1% | -1 | 0.0 | -13 | -6% | -14%
8 | CCOC(=O)c1ccccc1NC(=O)c1cc2c(s1)-c1ccccc1SC2 | 2% | -0.1 | 19% | 38%[activator] | -4 | 0.5 | / | ? | 0%
9 | Cc1ccc(Cn2c(=O)n(CCCC(=O)NCc3ccccc3Cl)c(=O)c3ccccc32)cc1 | 12% | 0.7 | 25% | 10% | 3 | -1.0 | / | -26% | ?
10 | CC(=O)Nc1cccc2cccnc12 | / | / | 9% | 11%[0.457 µM] | 2 | -2.1 | / | / | -8%
11 | CC1CCc2sc(NC(=O)c3ccc(N4C(=O)CCC4=O)cc3)c(C(N)=O)c2C1 (configuration not stated) | 4% | -0.2 | -21% | 1% | 12 | 0.5 | 0 | -16% | -8%
12 | O=C(Nc1sc2c(c1C(=O)O)CCCCC2)c1ccco1 | 4% | 0.7 | -4% | 0% | 18 | 0.4 | -4 | -15% | 1%
13 | COc1ccccc1C(=O)NC(=O)COC(=O)c1ccc(C)o1 | 0% | 0.4 | 10% | 3% | 5 | -0.6 | -12 | -21% | -7%
14 | COc1cccc(OC)c1OCCCN1CCOCC1 | 2% | -0.8 | -1% | -4% | 0 | -0.2 | -4 | 3% | 4%
15 | CCOC(=O)C1=C(C)N(c2ccc(C)cc2)C(=O)/C1=C\c1ccc(O)c(OC)c1 | 8% | -1.6 | 18µM* | 4% | 0 | -0.4 | -4 | -12% | -2%
16 | COc1cccc(OC)c1/C(O)=C(\C#N)c1nc2ccccc2[nH]1 | 3% | 0.9 | -19% | 9% | -4 | 1.0 | 2 | -10% | 4%
17 | Cc1cccc(-n2ccnc2SCC(=O)Nc2ccc(F)cc2F)c1C | 5% | -2.0 | 29%[57.1 µM] | 1%[57.1 µM] | -3 | -0.6 | / | -17% | -6%
18 | CCN(Cc1ccccc1)C1CCN(Cc2ccccc2)CC1 | 4% | -1.2 | 8% | 6% | -1 | 0.0 | 25 | -17% | -1%
19 | O=C(NN=Cc1ccccc1)NN=Cc1ccccc1 | 0% | / | 2% | -8% | / | / | / | -11% | 0%
20 | O=C(CC(=O)NC1CCCCC1)N/N=C/c1ccc(Cl)cc1 | 2% | -0.6 | 3% | -6% | 0 | -0.7 | -3 | 1% | 1%
21 | Cc1cc(SCC(=O)c2ccc3c(c2)OCO3)nc2ccccc12 | -2% | 0.3 | -10% | -8% | -8 | 1.7 | 18 | ? | 38%[activator]
22 | CC(CCc1ccccc1)NC(=O)COc1cc(F)ccc1[N+](=O)[O-] (configuration not stated) | 1% | -0.6 | 26%[57.1 µM] | 9%[57.1 µM] | -7 | -1.4 | 11 | -17% | 0%
23 | COc1ccc(OCC(=O)Nc2ccc(C)cc2)cc1 | 2% | 0.4 | 24% | 5% | -5 | -0.6 | 12 | -27% | ?
24 | O=C(NCc1ccco1)C(Cc1ccccc1)NS(=O)(=O)c1cccc2nsnc12 (configuration not stated) | -3% | 1.6 | ? | -2%[57.1 µM] | -2 | 0.1 | -7 | -5% | ?
25 | CCCc1ccc(OCc2ccc(C(=O)N3CCSCC3)o2)cc1 | 15% | -1.5 | 18% | 4% | 4 | 0.3 | 39* | -23% | -1%
26 | Cc1cc(Oc2ccc(=O)n(C)n2)nc(SCCOc2ccccc2)n1 | -1% | -0.1 | 9% | 1%[57.1 µM] | -2 | -0.6 | -3 | ? | 3%
27 | Cn1c(=O)cc(OCC(=O)N2CCN(c3ccccc3)CC2)c2ccccc21 | 2% | 0.7 | 21% | 1% | 2 | 0.3 | / | -22% | 3%
28 | COc1cc(NC(=O)CN2C(=O)C(c3ccc(C)cc3)=NC23CCCCCC3)cc(OC)c1 | / | 0.0 | 8% | -6% | 3 | 1.7 | / | -27% | 0%
29 | COc1cc(OC)c(NC(=O)c2ccco2)cc1Cl | 11% | 0.8 | -7% | 4% | 0 | -0.4 | -15 | -5% | -3%
30 | Cc1ccc(CN2CCSCC2)cc1 | -2% | 0.0 | 56%[activator] | 7% | -1 | 0.7 | 0 | -11% | -4%
31 | O=C(Nc1ccc2nc(-c3ccco3)c(-c3ccco3)nc2c1)N1CCN(c2ccccn2)CC1 | -1% | / | 1.4µM* | -12% | 6 | 0.7 | / | -15% | /
32 | O=C(COC(=O)c1ccc2ncsc2c1)Nc1ccccc1Cl | 7% | / | -1% | -4% | / | / | / | -16% | 1%
33 | NS(=O)(=O)c1cccc(NC(=O)COC(=O)c2ccccc2SCC(=O)N2CCCC2)c1 | -1% | / | -7% | -12% | / | / | / | 8% | 9%
34 | COCCCNC(=O)COc1ccc2oc3c(c2c1)CCCC3 | 10% | -1.9 | 11% | 3% | -4 | -1.9 | 6 | -16% | -10%
35 | CCCn1c(=O)c(C(=O)NCc2cccnc2)c(O)c2ccccc21 | 5% | -1.9 | 16% | 8% | 9 | -1.4 | -13 | -2% | -3%
36 | Cc1cc(C)c(NC(=O)COC(=O)C2CCCCC2)c(C)c1 | -13% | -0.5 | -20% | -12% | -11 | 0.2 | 6 | 0% | -2%
37 | O=C(CSc1nncs1)Nc1cc(-c2ccccc2)nn1-c1ccccc1 | -2% | -0.4 | 7%[57.1 µM] | -11% | 0 | -0.1 | -2 | -16% | 0%
38 | COc1ccc(NC(=O)CCCCC(=O)Nc2ccc(OC)cc2OC)c(OC)c1 | -4% | / | -4% | -1% | / | / | / | -8% | -6%
39 | Cc1ccc(SCC(=O)NNC(=O)c2ccc(S(C)(=O)=O)cc2)cc1 | 5% | 0.7 | 30% | 9% | 30 | 0.4 | 1 | -5% | 5%
40 | N=C(N)N1CCc2ccccc2C1 | / | -3.4 | / | / | -3 | 0.2 | 1 | / | /
41 | CN1CCC(N(C)S(=O)(=O)c2ccc(NC(=O)COc3cccc(C(F)(F)F)c3)cc2)CC1 | -1% | 0.3 | -7% | -10% | -2 | 0.3 | -6 | -19% | 0%
42 | C=CC[C@@H](CC(=O)N[C@H](CO)Cc1ccccc1)C(=O)N[C@H](COC(=O)[C@@H](CC=C)CC(=O)OC(C)(C)C)Cc1ccccc1 | 1% | / | 10% | 1% | / | / | / | ? | 5%
43 | CCCn1c(SCC(=O)c2cc(OC)ccc2OC)nc2c1c(=O)n(C)c(=O)n2C | 0% | 0.0 | 19% | 11% | 5 | 0.1 | -5 | -13% | 0%
44 | CCN1CCN(S(=O)(=O)c2ccc3[nH]c(=O)oc3c2)CC1 | -5% | 1.1 | 10% | 0% | 0 | 0.4 | -28 | -16% | -1%
45 | Cc1ccc(CNC(=O)C2CCN(c3nn4cc(-c5ccc(F)cc5)nc4s3)CC2)cc1 | -10% | 0.3 | 10% | -4% | 0 | 0.4 | / | -17% | -5%
46 | COc1ccc(CN(C)S(=O)(=O)c2nnc(NC(=O)c3cccc(C)c3)s2)cc1OC | 26% | 1.3 | 46%[activator] | 20% | -7 | -0.2 | -13 | -17% | 5%
47 | CC(NCC(=O)Nc1ccccc1C(=O)NC1CC1)c1cccc(C(F)(F)F)c1 (configuration not stated) | -10% | 0.2 | -12% | -13% | -1 | 0.7 | -14 | -22% | ?

Filtered by structure, the entries above with a tert-butyl group
no. | structure | mIDH1 inhibitor | D2 ag | TrxR1 inh | TrxR1 substrate | TRHR PAM | TRHR agonist | D2 antagonist | USP1-UAF1 inh | Pin1 inh
3 | CC(C)(C)C(=O)Cn1c(=N)n(Cc2ccccc2Cl)c2ccccc21 | 7% | 0.0 | 23% | 25% | 4 | -0.1 | 0 | -15% | -5%
42 | C=CC[C@@H](CC(=O)N[C@H](CO)Cc1ccccc1)C(=O)N[C@H](COC(=O)[C@@H](CC=C)CC(=O)OC(C)(C)C)Cc1ccccc1 | 1% | / | 10% | 1% | / | / | / | ? | 5%
